Screens deposited in PubChem BioAssay by several laboratories.
LYP inhibition: inhibitors of LYP phosphatase, biochemical, fluorescence intensity, uHTS (AID 1779); inhibition, % at 11.5 µM; hits with a dose series show IC50 in µM; recombinant LYP phosphatase, fluorescence intensity; higher % means a stronger effect; 290,000 tested, 0.054% active;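 further: plate controls were vehicle with enzyme for no effect and no enzyme for full effect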
AID2073: disruptors of CaV2.2 binding to Mint1 – biochemical, HTRF (AID 2073). HTRF protein-protein interaction, Mint1-CaV2.2; higher % means a stronger effect. inhibition, % at 20 µM, or IC50 in µM where a hit was titrated. 290,000 tested, 0.19% active; in the data active means inhibition mostly above about 51%, no sharp cut-off; inconclusive means no clear call, values can overlap the other calls; inactive means mostly below about 53%; further: some results filed as inactive read as strong as hits
M17LAP inhibition: P. falciparum M17LAP inhibitors, primary screen, biochemical, fluorogenic H-Leu-NHMec substrate, 1536-well (AID 1619); one-dose inhibition, % at 30 µM; IC50 in µM for titrated hits; recombinant M17LAP, H-Leu-NHMec fluorogenic kinetic assay; higher % means a stronger effect; 220,000 tested, 0.38% active;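 active means compound inhibiting the enzyme by more than half at any dose during confirmatory dose-response retesting; inconclusive means strong single-dose inhibitors picked by rank but not retested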;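 further: plate controls were full reaction with DMSO carrier for no effect and no enzyme background for full effect; strong numbers were not always called active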
XIAP antagonists: small molecules displacing peptide from XIAP – biochemical, IAP family, fluorescence polarization (AID 1018). displacement, % at 20 µM, or IC50 in µM where a hit was titrated. XIAP BIR domain, fluorescence polarization peptide displacement; higher % means a stronger effect. 200,000 tested, 0.007% active; in the data active means displacement above about 50%; further: a part of the inactive calls stands beside numbers as strong as those of hits
PMI inhibition: MPI inhibition at elevated mannose 6-phosphate – biochemical, fluorescence intensity, high mannose 6-phosphate, primary screen (AID 1220) | one-dose inhibition, % at 20 µM; IC50 in µM for titrated hits | 190,000 tested, 0.66% active | recombinant PMI enzyme, coupled fluorescence intensity; higher % means a stronger effect
M1AAP inhibition: malaria alanyl aminopeptidase activity blockers – biochemical, fluorogenic H-Leu-NHMec substrate, 1536-well (AID 1445). recombinant M1AAP, H-Leu-NHMec fluorogenic kinetic assay; higher % means a stronger effect. inhibition, % at 30 µM; hits with a dose series show IC50 in µM. 220,000 tested, 0.42% active;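 active means primary inhibition above the hit cutoff, then over 50% inhibition at one or more dose response concentrations, cut at about 23% in these data, passing the limit was not always enough; inconclusive means conflicting primary data, or primary hits not chosen for dose response; inactive means low primary inhibition, or under 50% at every dose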;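 further: plate controls were DMSO full reaction for no effect and no enzyme background for full effect; strong numbers were not always called active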
Dynein transport: blocks dynein driven cargo transport along microtubules; 3617.4 mouse cells, GR-EGFP nuclear translocation imaging; test concentration mostly 20 µM; stimulated with dexamethasone, 1 µM; stronger effect = lower value; 220,000 tested, 0.47% active; z-score, hits read low; AID 1381;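 active means plate z-score of nuclear minus cytoplasmic receptor signal below a set negative limit, without overly bright fluorescence or cell loss, cut at about -3.5 in these data, passing the limit was not always enough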;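 further: z-score of nuclear minus cytoplasmic ring GR-EGFP intensity difference per well; some compounds called inactive have numbers as strong as hits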
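medium = tetracycline-free induction medium containing charcoal-stripped FBS | probe or stimulus = dexamethasone, 1.0 µM final | timing = 48 h induction, then 1 h compound, then 30 min agonist, 37 °C | detection = automated 10x imaging of fixed Hoechst-stained cells | read-out basis = nuclear versus cytoplasmic GR-EGFP signal, averaged per well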
PMI inhibitors: inhibitors of human PMI, primary screen, biochemical, fluorescence intensity, coupled assay (AID 1209) | one-dose inhibition, % at 20 µM; IC50 in µM for titrated hits | 190,000 tested, 0.42% active | purified PMI enzyme, coupled fluorescence intensity; higher % means a stronger effect;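 further: plate controls were DMSO vehicle for no effect and wells lacking substrate for full effect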
SIAH1 antagonists: Siah-1 peptide-binding antagonists, primary screen, biochemical, fluorescence polarization, rhodamine-plectin, uHTS (AID 1817) | Siah-1 / rhodamine-plectin peptide fluorescence polarization; higher % means a stronger effect | displacement, % at 20 µM; hits with a dose series show IC50 in µM | 290,000 tested, 0.02% active;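 active means displacement of at least 50% at 20 µM, with a fluorescence ratio check between 0.3 and a set limit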;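 further: plate controls were Siah plus tracer with DMSO for no effect and tracer alone without Siah for full effect; strong numbers were not always called active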
Dynein transport cytoplasmic EGFP: recorded beside Dynein transport, whose call it bears; z-score; measured here: cytoplasmic GR-EGFP intensity; stronger effect = higher value
Dynein transport nuclear GR-EGFP: recorded beside Dynein transport, whose call it bears; z-score; measured here: nuclear GR-EGFP intensity;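 lower value marks the stronger effect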
Dynein transport cell count: further read-out of Dynein transport, marked with its call; z-score; measured here: cell count per field
Numbers without * were called inactive; ? = inconclusive; . = no result given. Unless noted, no stated cut-off is given here; in the data, active means inhibition above about 50%; inactive means the rest.

SMILES	LYP inhibition	AID2073	M17LAP inhibition	XIAP antagonists	PMI inhibition	M1AAP inhibition	Dynein transport	Dynein transport cytoplasmic EGFP	Dynein transport nuclear GR-EGFP	Dynein transport cell count	PMI inhibitors	SIAH1 antagonists
O=C(/C=C/c1ccc(O)cc1)c1c(O)cc(O)cc1O	-8%	8%	5%	.	.	8%	-0.26	-0.75	0.27	0.21	.	1%
CCNC(=S)Nc1sc2c(c1C#N)CCC(C)C2 (stereo unspecified)	4%	-28%	2%	.	.	7%	-0.77	-0.21	-0.069	0.89	.	1%
COCCNC(=O)CN(C(=O)Cn1nnc2ccccc21)c1ccc(C)c(F)c1	-6%	3%	-6%	-14%	12%	-2%	0.43	-0.11	0.027	-0.95	5%	-1%
O=C(C1CCN(c2ccc(N3CCOCC3)nn2)CC1)N1CCN(c2ccc(F)cc2)CC1	-6%	7%	-28%	-4.0%	16%	9%	-0.68	-0.21	-0.098	0.087	11%	4%
Cc1cc(C(=O)OCC(=O)Nc2c(F)cccc2F)c(C)n1-c1ccccc1	-11%	7%	-4%	-4.7%	15%	1%	-0.31	0.066	0.56	-0.52	10%	-3%
CCc1ccccc1OCc1nnc(N)s1	-13%	-1%	2%	0.1%	4%	1%	-0.81	-0.2	-0.15	1.7	3%	0%
O=C(NCCCn1ccnc1)/C(=C/c1cccnc1)NC(=O)c1ccco1	-7%	6%	0%	.	.	-2%	0.31	-0.2	0.13	-0.26	.	14%
CC(C)c1ccccc1OCCCCCNCCO	-8%	-6%	0%	-2.9%	-5%	3%	-0.38	-0.21	0.017	0.24	-3%	-2%
Cc1cc(C(=O)NCc2cc(F)cc3c2OCOC3)nn1C	-7%	2%	5%	.	.	5%	-0.63	-0.26	-0.51	0.75	.	6%
CCOC(=O)c1ccc(NC(=O)CN2C(=O)C(C)SC(C)C2=O)cc1 (stereo unspecified)	-3%	-1%	21%	-16%	-9%	6%	0.79	-0.27	0.32	-0.002	0%	0%
COc1ccc(S(=O)(=O)NCc2ccccc2Cl)cc1OC	-3%	-4%	-5%	-3.9%	12%	1%	-0.53	-0.22	-0.27	0.91	16%	-3%
CCOc1ccc(C(=O)N2CCN(c3cnn(-c4ccccc4)c(=O)c3Cl)CC2)cc1	-1%	-3%	-3%	-5.6%	49%	1%	0.021	-0.28	0.23	0.41	26%	3%
Cc1cc(/C=C2\Sc3ccccc3N2C)cc(C)[n+]1CC1CCCO1 (stereo unspecified)	0%	-9%	19%	-4.5%	12%	12%	-5.6	28	1.7	-0.3	-1%	3%
CC1CCC(C(C)C)C(OCC(O)CNC(C)C)C1 (stereo unspecified)	-7%	8%	-6%	.	.	2%	-0.099	-0.18	0.44	0.29	.	7%
CC(=O)Oc1ccc2c(c1)O/C(=C\c1ccncc1)C2=O	2%	40%	5%	.	.	10%	-0.81	-0.17	-0.41	0.63	.	6%

Five entries out of the list above, ordered by the value under Dynein transport cell count, smallest number first.
SMILES	LYP inhibition	AID2073	M17LAP inhibition	XIAP antagonists	PMI inhibition	M1AAP inhibition	Dynein transport	Dynein transport cytoplasmic EGFP	Dynein transport nuclear GR-EGFP	Dynein transport cell count	PMI inhibitors	SIAH1 antagonists
Cc1cc(C(=O)OCC(=O)Nc2c(F)cccc2F)c(C)n1-c1ccccc1	-11%	7%	-4%	-4.7%	15%	1%	-0.31	0.066	0.56	-0.52	10%	-3%
CCOc1ccc(C(=O)N2CCN(c3cnn(-c4ccccc4)c(=O)c3Cl)CC2)cc1	-1%	-3%	-3%	-5.6%	49%	1%	0.021	-0.28	0.23	0.41	26%	3%
CC(=O)Oc1ccc2c(c1)O/C(=C\c1ccncc1)C2=O	2%	40%	5%	.	.	10%	-0.81	-0.17	-0.41	0.63	.	6%
Cc1cc(C(=O)NCc2cc(F)cc3c2OCOC3)nn1C	-7%	2%	5%	.	.	5%	-0.63	-0.26	-0.51	0.75	.	6%
CCNC(=S)Nc1sc2c(c1C#N)CCC(C)C2 (stereo unspecified)	4%	-28%	2%	.	.	7%	-0.77	-0.21	-0.069	0.89	.	1%

(cont.)
SMILES	LYP inhibition	AID2073	M17LAP inhibition	XIAP antagonists	PMI inhibition	M1AAP inhibition	Dynein transport	Dynein transport cytoplasmic EGFP	Dynein transport nuclear GR-EGFP	Dynein transport cell count	PMI inhibitors	SIAH1 antagonists
N#Cc1c(-c2cccc(Cl)c2)[nH]c(=S)[nH]c1=O	-3%	-14%	24%	.	.	?	-0.52	-0.087	-0.28	1.1	.	1%
Cc1cccc(N2CCN(C(=O)C3CCN(S(=O)(=O)N4CCOCC4)CC3)CC2C)c1 (stereo unspecified)	-8%	-12%	16%	-8.4%	2%	-7%	-0.33	-0.29	-0.23	0.41	-2%	0%
CCOC(=O)C1=C(C)OC(N)=C(C#N)C1c1ccc(C)s1 (stereo unspecified)	-2%	-14%	9%	-9.5%	19%	5%	-0.7	-0.13	-0.25	0.71	6%	-3%
Cc1cc(Cl)c(S(=O)(=O)NCc2cccnc2)cc1OCC(=O)NC1CCCCC1	-7%	49%	-2%	-7.5%	1%	-2%	-0.035	0.073	0.24	0.16	1%	-2%
Cc1ccc(CN(C(=O)c2c(F)cccc2F)C2CC(C)(C)NC(C)(C)C2)o1	-2%	-6%	-5%	-8.1%	-2%	8%	-1.4	-0.21	-0.3	0.87	-2%	-1%
Cc1ccc(S(=O)(=O)N2CCC(=O)N(CCOC(=O)Nc3ccc(F)cc3)CC2)cc1	-3%	6%	-9%	-6.1%	-9%	3%	0.26	-0.24	0.46	0.68	-2%	2%
Cc1nn(-c2ccccc2)c(C)c1P(=O)(c1ccccc1)N(C)C (stereo unspecified)	-6%	-3%	-6%	-2.7%	2%	1%	1.7	-0.056	0.96	-1	-2%	0%
Cc1ncc(CC(=O)n2cc(C(=O)c3cc(Cl)ccc3O)cn2)s1	-4%	3%	33%	-2.7%	13%	7%	0.17	-0.082	0.51	0.24	8%	0%
COc1cccc(-n2c(Cc3cc(=O)[nH]c(=O)[nH]3)nnc2SCC(=O)N2CCC(C)CC2)c1	-5%	1%	0%	-4.9%	3%	4%	-0.026	-0.32	-0.099	0.66	2%	3%
CSc1ccc(C(=S)N2CCN(C)CC2)cc1	2%	-11%	17%	-2.1%	15%	4%	-0.47	-0.28	0.023	1.6	9%	7%
CCOC(=O)COc1c(C=O)cc(Br)cc1OC	-4%	2%	-1%	-3.4%	0%	3%	2	-0.069	0.94	-2.2	4%	0%
CCOC(=O)C1CCN(C(=O)Cc2ccc(OC)c(OC)c2)CC1	-4%	-6%	-14%	-6.7%	5%	0%	-0.55	-0.23	-0.28	0.92	11%	0%
O=C(Cc1cccs1)Nc1ccc(-c2nnn(CC(=O)N3CCOCC3)n2)cc1	8%	24%	16%	-3.0%	-5%	3%	-0.082	-0.27	0.09	0.5	-16%	4%
ONC(=Nc1ccc(Cl)cc1)c1ccc(Cl)cc1	-4%	0%	7%	-8.2%	8%	2%	.	.	.	.	9%	5%
COC(=O)C1=C(C(=O)OC)SC(=C2C(=S)C(C)(C)N(C(=O)C3CC3)c3ccccc32)S1	2%	1%	1%	-0.8%	6.5µM*	-8%	0.38	-0.23	0.52	0.22	72%*	-4%

Four structures from above, ordered by length of the SMILES, largest number first:
SMILES	LYP inhibition	AID2073	M17LAP inhibition	XIAP antagonists	PMI inhibition	M1AAP inhibition	Dynein transport	Dynein transport cytoplasmic EGFP	Dynein transport nuclear GR-EGFP	Dynein transport cell count	PMI inhibitors	SIAH1 antagonists
Cc1cccc(N2CCN(C(=O)C3CCN(S(=O)(=O)N4CCOCC4)CC3)CC2C)c1 (stereo unspecified)	-8%	-12%	16%	-8.4%	2%	-7%	-0.33	-0.29	-0.23	0.41	-2%	0%
Cc1ccc(CN(C(=O)c2c(F)cccc2F)C2CC(C)(C)NC(C)(C)C2)o1	-2%	-6%	-5%	-8.1%	-2%	8%	-1.4	-0.21	-0.3	0.87	-2%	-1%
Cc1ncc(CC(=O)n2cc(C(=O)c3cc(Cl)ccc3O)cn2)s1	-4%	3%	33%	-2.7%	13%	7%	0.17	-0.082	0.51	0.24	8%	0%
ONC(=Nc1ccc(Cl)cc1)c1ccc(Cl)cc1	-4%	0%	7%	-8.2%	8%	2%	.	.	.	.	9%	5%

Continuation.
SMILES	LYP inhibition	AID2073	M17LAP inhibition	XIAP antagonists	PMI inhibition	M1AAP inhibition	Dynein transport	Dynein transport cytoplasmic EGFP	Dynein transport nuclear GR-EGFP	Dynein transport cell count	PMI inhibitors	SIAH1 antagonists
CCCN1CCC(=O)N([C@H](CSc2ccc(C)cc2)Cc2ccccc2)CC1	-9%	10%	7%	.	.	1%	0.58	-0.63	0.51	-0.95	.	-7%
COC(=O)c1sccc1NC(=S)N1CCCCC1C (stereo unspecified)	6%	8%	2%	-5.3%	0%	0%	-0.89	-0.41	-0.57	0.87	-2%	-3%
O=C(Cn1nnc(-c2ccccc2)n1)Nc1ccccc1N1CCOCC1	0%	-1%	-6%	-4.2%	6%	1%	1.8	0.47	1.5	-0.65	11%	2%
Cc1ccc2cc(CN(C(=O)c3ccco3)c3cccc(C)c3C)c(=O)[nH]c2c1	-1%	2%	-8%	.	.	2%	0.95	-0.22	0.34	-1.1	.	14%
O=C(Nc1cc(Cl)ccc1Cl)N1CCCC1	-5%	7%	-2%	-3.0%	-2%	2%	-0.76	-0.25	-0.17	0.01	8%	16%
Clc1ccc2c(N/N=C/c3cccnc3)ccnc2c1	1%	-4%	11%	-4.8%	6%	6%	-0.61	-0.25	-0.7	1.1	-7%	-2%
CC(Oc1ccc([N+](=O)[O-])cc1Cl)C(=O)Nc1ccc(C(N)=O)cc1 (stereo unspecified)	-6%	-3%	1%	-9.1%	4%	2%	-0.89	0.022	-0.11	0.27	1%	0%
O=C(NNC(=O)C1CCN(S(=O)(=O)c2ccc(Cl)cc2)CC1)c1ccc(S(=O)(=O)N2CCCCC2)cc1	-1%	0%	0%	-3.2%	-8%	-5%	-0.17	-0.25	-0.5	0.38	-3%	8%
